H1N1 NS1A inhibition = NS1A inhibition, H1N1 influenza, cell based functional assay (AID 504329). NS1A functional cell-based assay, percent inhibition; higher % means a stronger effect. inhibition, % at 12.5 µM, or IC50 in µM where a hit was titrated. 0.3% of 340,000 active; in the data active = a potency from the dose series; inconclusive = inhibition above about 27% without an active follow-up result; note: strong numbers were not always called active
Salmonella PhoP GFP = PhoP regulon inhibitors, Salmonella typhi PhoP promoter GFP reporter, confirmatory (AID 1850); Salmonella Typhi PhoP-promoter GFP reporter, fluorescence, 4 h; higher % means a stronger effect; one-dose inhibition, % at 50 µM; IC50 in µM for titrated hits; 0.33% of 310,000 active; in the data active = a potency from the dose series; inconclusive = inhibition mostly from about 25% at the one dose, without a potency; inactive = the rest, 99 in 100 with inhibition below about 19%;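 note: 0% = induced wells with vehicle and 100% = uninduced wells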
M. tuberculosis = growth inhibition of non-replicating M. tuberculosis (AID 488890) | Mycobacterium tuberculosis non-replicating, growth inhibition; higher % means a stronger effect | one-dose inhibition, % at 25 µM; IC50 in µM for titrated hits | 0.39% of 320,000 active; in the data active = a potency from the dose series; inconclusive = inhibition mostly from about 82% at the one dose, without a potency; inactive = the rest, 99 in 100 with inhibition below about 76%;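 note: plate controls were DMSO cells for no effect and high antibiotic wells for full effect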
H37Rv inhibition = M. tuberculosis growth inhibition, HTS (AID 449762). inhibition, % at 25 µM; hits with a dose series show IC50 in µM. 0.59% of 330,000 active. M. tuberculosis H37Rv growth inhibition, 7H9 media; higher % means a stronger effect; in the data active = a potency from the dose series; inconclusive = inhibition above about 70% without an active follow-up result;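 note: bacterial growth assessed after seven days of incubation; strong numbers were not always called active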
VEEV TC-83 Vero = inhibitors of VEEV TC-83 cytopathic effect, confirmation, Vero cells (AID 588727). Vero cells, VEEV TC-83 cytopathic effect inhibition; higher % means a stronger effect. 0.13% of 350,000 active. one-dose inhibition, % at 20 µM; IC50 in µM for titrated hits; in the data active = a potency from the dose series; inconclusive = inhibition mostly from about 14% at the one dose, without a potency; inactive = the rest, 99 in 100 with inhibition below about 12%; note: strong numbers were not always called active
VEEV TC-83 Vero 10K pilot screen = second read-out of VEEV TC-83 Vero, no call of its own (marks repeat the call); inhibition, %; measured here: 10K pilot screen inhibition
An asterisk follows results filed as active; i = inactive; u = inconclusive; x = no result given. Compounds as they come; 1.4% or so of the library scored in one or more.

SMILES | H1N1 NS1A inhibition | Salmonella PhoP GFP | M. tuberculosis | H37Rv inhibition | VEEV TC-83 Vero | others
Cc1ccc(NS(=O)(=O)c2ccc(C(=O)NCc3ccc(S(N)(=O)=O)cc3)cc2)cc1 | -2% | x | -6% | 3% | 0.0%
COc1ccc(OCC(O)COc2ccc(C(=O)O)cc2)cc1 (stereo not given) | -5% | 7% | 6% | 4% | i
CN1CCN(NC(=O)c2ccc(Br)s2)CC1 | -8% | 1% | 1% | 5% | i
COc1ccccc1CNC(=O)CN1C(=O)NC2(CCCc3ccccc32)C1=O (stereo not given) | -4% | x | -8% | -12% | 0.0%
O=C(Nc1nc2n(n1)C(c1ccccc1)CC(c1ccc(Cl)cc1)N2)c1ccco1 (stereo not given) | -20% | -8% | -11% | 9% | 7.8%
CCOC(=O)C1=NN(C(=O)Cc2ccccc2)C(O)(c2ccc(Cl)cc2)C1 (stereo not given) | -3% | -10% | 38% | -4% | i
CCC(=O)Nc1ccc(Cl)c(NC(=O)c2c(OC)cccc2OC)c1 | -2% | 6% | -3% | -4% | 0.1%
CCC(Oc1ccccc1)C(=O)Nc1ccccc1N1CCCCC1 (stereo not given) | -11% | -11% | 18% | 3% | 3.0%
COc1cccc(/C=N/NC(=O)CNC(=O)c2ccc3c(c2)OCCO3)c1O | 4% | -10% | -8% | 1% | 2.5%
CCOc1ccc(CCNC(=O)c2cc(-c3ccccc3)c(N3CCOCC3)s2)cc1OCC | -4% | 0% | 18% | 2% | 8.4%
Cc1ccc(NC(=O)COC(=O)CC2CCCC2)cc1Cl | 1% | -10% | u | u | i
COc1ccc(OCC(=O)N2CCN(C(=O)c3ccc([N+](=O)[O-])cc3)CC2)cc1 | 2% | -3% | -18% | -1% | i
CCN(CC)CCCNC(=O)CN1N=C(c2ccc(OC)cc2)CCC1=O | 20% | -2% | -20% | -4% | i
CCN(CC)S(=O)(=O)c1ccc(NC(=O)CN(c2cccc(F)c2)S(C)(=O)=O)cc1 | 10% | 0% | 16% | 1% | 1.3%
O=C(c1cc2cc3ccc(Cl)cc3nc2o1)N1CCCCCC1 | -2% | 6% | 34% | 8% | 1.5%
Cc1ccc(-c2[nH]c(=O)n3ccncc23)s1 | 1% | 6% | -4% | 49% | 2.3%
COc1ccc(/C(C)=N/OCC(=O)N2CC3(C)CC2CC(C)(C)C3)cc1 (stereo not given) | -1% | -11% | 40% | 1% | i
O=C(COc1cccnc1[N+](=O)[O-])NCc1ccc2c(c1)OCO2 | -9% | -4% | 1% | -6% | 2.1%
O=C(c1ccccc1)c1c(O)nc(-c2ccccc2)n(-c2ccccc2)c1=O | 5% | 4% | 11% | 8% | 0.7%
CC(C)C[C@@H](NC(=O)C1CCC(CNC(=O)[C@@H]2CCCN2C(=O)OC(C)(C)C)CC1)C(=O)O (stereo not given in full) | 4% | 9% | -12% | 2% | i
CC1=CC(c2ccccc2)n2nc(NC(=O)CCC(=O)O)nc2N1 (stereo not given) | -5% | -1% | 10% | -7% | 0.6%
COc1ccc(CCNc2oc(COc3ccc(F)cc3)nc2C#N)cc1 | 9% | 8% | 79% | -1% | 4.7%
CC(C)(C)c1nnc(NC(=O)CCn2cnc3ccccc3c2=O)s1 | -9% | 5% | 6% | 8% | 1.3%
Cc1ccc(-c2n[nH]c(=S)n2/N=C/c2cc3c(cc2[N+](=O)[O-])OCO3)cc1 | 10% | 7% | 33% | 6% | 6.8%
CCN(c1ccccc1)S(=O)(=O)c1ccc(C(=O)N(CCCN(C)C)c2nc3cc4c(cc3s2)OCO4)cc1 | 15% | -13% | 38% | 69% | 5.5%
COC(=O)C1=CN(C(C)C)C=C(C(=O)OC)C1c1cc2c(cc1Br)OCO2 | -10% | 18% | 22% | -6% | i
CC(C)Cc1ccc(/C=C/C(=O)N2CCCCC2)cc1 | 0% | 0% | 50% | 5% | 0.8%
O=C1CCC/C1=c1\s/c(=C/c2cccnc2)c(=O)n1-c1ccccc1 | 6% | x | x | x | 4.6%
Cc1ccc(N(CC(=O)NCc2ccc(F)cc2)S(=O)(=O)c2c(C)nn(C)c2C)cc1 | 5% | 6% | -15% | -7% | 1.7%
CCCc1cc(C(=O)Nc2cc(OC)ccc2OC)cs1 | 8% | -5% | 38% | 8% | 6.4%
O=C(NCCc1cccc(F)c1)C1CCN(S(=O)(=O)c2ccccc2)CC1 | -3% | -3% | 4% | 4% | 0.2%
O=C(COC(=O)/C=C/c1ccc(Cl)c(Cl)c1)NC1CCCC1 | -16% | x | 22% | -9% | i
O=C(CN1CCN(C(=O)N2CCOCC2)CC1)Nc1cc(Cl)ccc1Cl | 3% | 11% | -8% | 0% | i
CSCC[C@@H](CO)NC(=O)c1ccc2nc(C3CCCCC3)oc2c1 | 20% | 9% | -9% | 2% | 0.7%
O=C1NC(=O)/C(=C\c2ccccc2OCc2ccccc2)S1 | 1% | 7% | 36% | 2% | i
COCCNc1c2c(nc3ccccc13)CCC2 | -9% | -5% | 20% | -2% | 0.3%
Cc1nc(-c2ccccc2)sc1C(=O)CSc1ccc(F)cc1 | -10% | -22% | 43% | 6% | 2.5%
O=C(Cn1c2ccc(F)cc2c2nc3n(c(=O)c21)CCS3)NCC1CCCO1 (stereo not given) | 9% | 7% | -6% | -16% | 2.0%
Cc1cc(C(=O)COC(=O)CCCN2C(=O)c3ccccc3C2=O)c(C)n1C | 16% | 4% | 14% | 1% | 0.3% | VEEV TC-83 Vero 10K pilot screen=2.9
Cc1c(-n2cc(C(=O)O)c(=O)c3cc(F)c(N4CCCC4)c(F)c32)c(=O)n(-c2ccccc2)n1C | -4% | -3% | 23% | 5% | 3.5%
Cc1cc(NC(=O)c2cc3ccccc3o2)no1 | 7% | x | x | x | 0.2%
COc1ccc(-c2ccccc2[C@H]2[C@@H]3C=CC[C@@H](C)[C@@H]3C(=O)N2Cc2ccccc2)cc1 | -4% | x | x | x | 1.0%
CC(C)(C)NC(=O)CN1CCCN(C(=O)COc2ccc(Cl)c3ccccc23)CC1 | -8% | x | 50% | -1% | 8.0%
COc1ccc(N2CCN(C(C)=C3C(=O)c4ccccc4C3=O)CC2)cc1 | -1% | -1% | 1% | -4% | 0.4%

Taken from above (16 entries):
SMILES | H1N1 NS1A inhibition | Salmonella PhoP GFP | M. tuberculosis | H37Rv inhibition | VEEV TC-83 Vero | others
Cc1ccc(N(CC(=O)NCc2ccc(F)cc2)S(=O)(=O)c2c(C)nn(C)c2C)cc1 | 5% | 6% | -15% | -7% | 1.7%
CCCc1cc(C(=O)Nc2cc(OC)ccc2OC)cs1 | 8% | -5% | 38% | 8% | 6.4%
O=C(NCCc1cccc(F)c1)C1CCN(S(=O)(=O)c2ccccc2)CC1 | -3% | -3% | 4% | 4% | 0.2%
O=C(COC(=O)/C=C/c1ccc(Cl)c(Cl)c1)NC1CCCC1 | -16% | x | 22% | -9% | i
O=C(CN1CCN(C(=O)N2CCOCC2)CC1)Nc1cc(Cl)ccc1Cl | 3% | 11% | -8% | 0% | i
CSCC[C@@H](CO)NC(=O)c1ccc2nc(C3CCCCC3)oc2c1 | 20% | 9% | -9% | 2% | 0.7%
O=C1NC(=O)/C(=C\c2ccccc2OCc2ccccc2)S1 | 1% | 7% | 36% | 2% | i
COCCNc1c2c(nc3ccccc13)CCC2 | -9% | -5% | 20% | -2% | 0.3%
Cc1nc(-c2ccccc2)sc1C(=O)CSc1ccc(F)cc1 | -10% | -22% | 43% | 6% | 2.5%
O=C(Cn1c2ccc(F)cc2c2nc3n(c(=O)c21)CCS3)NCC1CCCO1 (stereo not given) | 9% | 7% | -6% | -16% | 2.0%
Cc1cc(C(=O)COC(=O)CCCN2C(=O)c3ccccc3C2=O)c(C)n1C | 16% | 4% | 14% | 1% | 0.3% | VEEV TC-83 Vero 10K pilot screen=2.9
Cc1c(-n2cc(C(=O)O)c(=O)c3cc(F)c(N4CCCC4)c(F)c32)c(=O)n(-c2ccccc2)n1C | -4% | -3% | 23% | 5% | 3.5%
Cc1cc(NC(=O)c2cc3ccccc3o2)no1 | 7% | x | x | x | 0.2%
COc1ccc(-c2ccccc2[C@H]2[C@@H]3C=CC[C@@H](C)[C@@H]3C(=O)N2Cc2ccccc2)cc1 | -4% | x | x | x | 1.0%
CC(C)(C)NC(=O)CN1CCCN(C(=O)COc2ccc(Cl)c3ccccc23)CC1 | -8% | x | 50% | -1% | 8.0%
COc1ccc(N2CCN(C(C)=C3C(=O)c4ccccc4C3=O)CC2)cc1 | -1% | -1% | 1% | -4% | 0.4%
